# Compound activity from PubChem.
# SSB-PriA inh – inhibitors of Klebsiella pneumoniae PriA binding to SSB C-terminal tail, primary screen, biochemical, AlphaScreen; PriA–SSB C-terminal tail interaction (Klebsiella pneumoniae); AlphaScreen SSBct-PriA binding, biotinylated peptide; inhibition, % at 33 µM; 430,000 tested, 0.6% active; AID 1272365, 2023; in the data active = inhibition mostly above about 37%, no sharp cut-off; inactive = mostly below about 20%;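 also: plate controls were negative control peptide for no effect and reference peptide for full effect; strong numbers were not always called active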
# CCHFV vOTU inh – CCHFV vOTU protease inhibitors, primary screen, biochemical, Pep-AMC substrate, fluorescence | Crimean-Congo hemorrhagic fever virus L polyprotein viral ovarian tumor (vOTU) protease … | inhibition, % at 11.5 µM | 370,000 tested, 0.55% active | AID 651958, 2012; in the data active = inhibition above about 30%; also: 0% = vehicle wells with enzyme and 100% = no enzyme wells
# PfHsp40 yeast – rescue of yeast from PfHsp40 toxicity, primary screen, S. cerevisiae, ATP luminescence; growth rescue, % at 12.5 µM; S. cerevisiae expressing PfHsp40, growth rescue; AID 504582, 2011; 340,000 tested, 0.68% active; in the data active = growth rescue above about 28%, passing the limit was not always enough; inconclusive = no clear call, values can overlap the other calls;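 also: yeast W303a lacking pdr1 and pdr3 grown in galactose medium; growth measured after three days at 30 °C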
# BoNT-A LC inh2 – BoNT/A light chain protease inhibitors, primary screen, biochemical, flow cytometry, MLPCN library. Botulinum neurotoxin type A light chain protease (Clostridium botulinum A str. ATCC 3502). multiplex microsphere protease substrate cleavage. inhibition, % at 10 µM. 360,000 tested, 0.17% active. AID 588499, 2011; also: plate controls were buffer without enzyme for full effect and enzyme alone for no effect
# Anthrax LF inh2 – Bacillus anthracis LF protease inhibitors, primary screen, biochemical, multiplex microsphere, MLPCN library. Lethal factor (Bacillus anthracis), P15917. multiplex microsphere protease cleavage assay. inhibition, % at 10 µM. 360,000 tested, 0.12% active; also: plate controls were buffer without enzyme for full effect and enzyme alone for no effect
# Target sequence (P15917 whole entry, looked up): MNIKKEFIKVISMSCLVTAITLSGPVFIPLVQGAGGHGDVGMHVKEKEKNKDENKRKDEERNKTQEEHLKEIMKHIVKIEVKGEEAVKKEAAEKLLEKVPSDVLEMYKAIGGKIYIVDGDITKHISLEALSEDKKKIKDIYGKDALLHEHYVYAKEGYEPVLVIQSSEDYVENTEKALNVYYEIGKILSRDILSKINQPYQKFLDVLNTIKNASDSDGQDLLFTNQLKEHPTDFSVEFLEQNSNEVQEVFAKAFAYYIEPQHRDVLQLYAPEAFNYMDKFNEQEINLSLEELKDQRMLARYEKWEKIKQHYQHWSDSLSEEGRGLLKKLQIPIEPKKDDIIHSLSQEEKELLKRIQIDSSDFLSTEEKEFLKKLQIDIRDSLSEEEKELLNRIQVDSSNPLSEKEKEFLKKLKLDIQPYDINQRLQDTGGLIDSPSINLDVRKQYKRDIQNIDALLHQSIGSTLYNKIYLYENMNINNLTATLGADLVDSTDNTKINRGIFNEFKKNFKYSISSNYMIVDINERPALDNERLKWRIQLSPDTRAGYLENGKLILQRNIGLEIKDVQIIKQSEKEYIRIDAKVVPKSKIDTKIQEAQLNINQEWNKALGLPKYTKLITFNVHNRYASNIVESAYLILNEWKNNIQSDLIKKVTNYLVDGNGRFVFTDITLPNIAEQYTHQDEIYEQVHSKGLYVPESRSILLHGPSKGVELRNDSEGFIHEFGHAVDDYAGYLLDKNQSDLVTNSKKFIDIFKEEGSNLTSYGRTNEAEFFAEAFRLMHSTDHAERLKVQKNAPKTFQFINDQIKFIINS
# Vc quorum ag – inducers of Vibrio cholerae quorum light production without autoinducers, primary screen, BH1578 luxS cqsA deficient, single point; AID 588436, 2011; activation, % at 18.7 µM; V. cholerae BH1578 lux reporter, luminescence, 6 h; 350,000 tested, 0.16% active; in the data active = activation mostly above about 9.7%, no sharp cut-off; inconclusive = no clear call, values can overlap the other calls; inactive = mostly below about 3.7%; also: not every result past the cut was called active; inactives centre near 0; reference of the scale not given here
# Y pestis TopoI – Yersinia pestis topoisomerase I inhibitors, primary screen, biochemical, cleavage product accumulation, plate reader, single point. 360,000 tested, 0.064% active. AID 504884, 2011. activity, % at 10 µM. Y. pestis Topo-I cleavage product accumulation; in the data active = activity above about 50%, passing the limit was not always enough; inconclusive = no clear call, values can overlap the other calls; also: inactives centre near 2
# DUSP3 inh – VHR1 phosphatase inhibitors, primary screen, biochemical, absorbance, uHTS; Dual specificity protein phosphatase 3 (Homo sapiens), P51452; recombinant VHR phosphatase, pNPP absorbance; inhibition, % at 13.3 µM; 290,000 tested, 0.52% active; AID 1654, 2009; in the data active = inhibition above about 50%; also: some compounds called inactive have numbers as strong as hits
# Target sequence (P51452 whole entry, looked up): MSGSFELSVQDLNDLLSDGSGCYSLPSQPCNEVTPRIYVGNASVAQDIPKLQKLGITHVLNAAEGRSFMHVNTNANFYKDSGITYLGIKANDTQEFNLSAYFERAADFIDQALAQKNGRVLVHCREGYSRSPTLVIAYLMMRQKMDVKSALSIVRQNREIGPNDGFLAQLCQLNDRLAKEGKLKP
# TcdB inh – TcdB glycohydrolase inhibitors, primary screen, biochemical, single point, plate reader; inhibition, % at 9.99 µM; 350,000 tested, 0.24% active; Toxin B (Clostridioides difficile), P18177; TcdB glycohydrolase enzymatic assay; in the data active = inhibition above about 10%
# SARS 3CLpro inh – SARS-CoV 3CLpro protease inhibitors, primary screen, biochemical, quenched FRET | Replicase polyprotein 1ab (Severe acute respiratory syndrome coronavirus), P0C6X7 | recombinant SARS-CoV 3CLpro, quenched FRET peptide cleavage | inhibition, % at 6 µM | 290,000 tested, 0.14% active | AID 1706, 2009; in the data active = inhibition above about 12%
# Starred values were filed as active, the others as inactive; i = inactive; ? = inconclusive; . = not tested or not shown; & = joins results of further samples. Rule as the data show it, unless noted: active = inhibition above about 30%; inconclusive = no clear call, values can overlap the other calls; inactive = below that. The list is partial, so the mix of outcomes need not match the whole.
1	CC(CCc1ccccc1)NC(=O)Cc1cccs1 (stereo unspecified)
2	Cc1ccc(-c2nc(SC(C)C(=O)N3CCOCC3)n[nH]2)cc1 (stereo unspecified)
3	COc1cccc(NC(=O)COC(=O)Cc2ccc(Br)cc2)c1
4	COc1cccc(NC(=O)CN(C)C(=O)c2cc(-c3ccccc3)nc3ccc(C)cc23)c1
5	Cc1ccnc(NC(=O)c2cccc(S(=O)(=O)N3CCN(c4ccccc4)CC3)c2)c1
6	CCC(NC(=O)CNC(=O)CNC(=O)c1ccc(Cl)cc1Cl)c1ccc(C)cc1 (stereo unspecified)
7	Nc1ccccc1-c1nc2ccccc2c(=O)o1
8	COc1cc(C(=O)N2CCN(C(=O)c3ccccc3)CC2)cc(OC)c1OC
9	COc1ccc(OC)c(CCNC(=O)C(C)n2nc(C)c3c(C)n(-c4ccccc4)nc3c2=O)c1 (stereo unspecified)
10	C/C(N)=C(/C#N)C(=O)CSc1nc2ccccc2[nH]1

screen / no.	1	2	3	4	5	6	7	8	9	10
SSB-PriA inh	-10	-29	-13	-6	-5	-17	-17	-5	6	-5
BoNT-A LC inh2	1.3	.	1.4	-0.7	-0.7	0.7	-1.4	0.5	1.2	0.0
Y pestis TopoI	3	4	-2	4	-1	20	10	5	15	-7
Vc quorum ag	0.2	-0.4	0.2	-0.9	i	i	i	i	-0.1	-0.9
PfHsp40 yeast	-0.5	-1.8	4.1	-1.3	-0.2	3.3	1.5	-1.0	0.2	-0.3
TcdB inh	0.4	0.1	0.5	1.3	-0.2	1.5	-0.3	0.3	0.8	.
DUSP3 inh	6	16	2	.	.	22	1	3	31	2
CCHFV vOTU inh	-6	-4	5	4	1	-6	1	2	2	2
Anthrax LF inh2	-3	.	-3	-6	14	-6	4	3	-4	0
SARS 3CLpro inh	-4	0	3	.	.	-1	2	-2	-2	0

11	CCOc1ccccc1N(CC(=O)Nc1ccc2c(c1)OCCO2)S(C)(=O)=O
12	CCCCn1c(SCC(=O)N2CC(C)CC(C)C2)nc2cc(S(N)(=O)=O)ccc21 (stereo unspecified)
13	COc1ccc(CNCCC(c2ccc(F)cc2)c2ccc(OC)cc2)cc1 (stereo unspecified)
14	Cc1cc(C(=O)CS(=O)c2ccc(F)cc2)cc(C)c1OC(=O)N(C)C (stereo unspecified)
15	CSc1nc(Sc2ccccc2)c2ccccc2n1
16	CCOC(=O)C1(Cc2cccc(OC)c2)CCCN(C(=O)CCN2CCCO2)C1 (stereo unspecified)
17	O=S(=O)(Nc1cccc(CCc2ccccn2)c1)c1cc(Cl)ccc1Cl
18	CC(OC(=O)Cc1ccsc1)C(=O)Nc1ccc(Cl)cn1 (stereo unspecified)
19	CCOc1ccc(OCCSc2nc(C)cc(=O)[nH]2)cc1
20	Cc1[nH]c2ccccc2c1/C=C(\C#N)C(=O)NCC1CCCO1 (stereo unspecified)

screen / no.	11	12	13	14	15	16	17	18	19	20
SSB-PriA inh	-14	-19	2	-6	-19	-3	-2	-5	-18	10
BoNT-A LC inh2	0.4	0.1	-0.2	-2.2	-0.5	-4.5	-0.4	-0.2	-0.3	-1.2
Y pestis TopoI	2	18	11	9	31	7	22	0	2	1
Vc quorum ag	21	-0.5	-0.3	-0.2	-0.5	-0.1	-0.4	-2.3	-3.4	-0.3
PfHsp40 yeast	0.0	-0.6	0.2	-0.6	3.8	-0.6	-0.8	2.9	0.6	-1.3
TcdB inh	.	.	.	0.4	.	-1.0	0.1	-0.6	.	1.5
DUSP3 inh	0	36	18	-1	-12	19	16	.	14	-10
CCHFV vOTU inh	11	9	5	-10	-1	-12	-2	-7	12	10
Anthrax LF inh2	3	-2	-1	-14	-8	1	0	3	0	0
SARS 3CLpro inh	0	3	0	-3	0	-4	-4	.	-6	1

21	Cc1cc(Br)c2[nH]c3c(c2c1)CCCC3=O
22	COc1cc(C(=O)Nc2cc(-c3nc4cc(C)ccc4o3)ccc2C)cc(OC)c1OC
23	CCOc1ccc2c(C)cc(=O)oc2c1OCC
24	NC(=O)c1ccc(N2CCC(C(N)=O)CC2)c([N+](=O)[O-])c1
25	CC(C)NC(=O)Nc1ccc2c(c1)C(=O)N([C@H](C)CO)C[C@@H](C)[C@@H](CN(C)C(=O)NC1CCCCC1)O2
26	COc1cccc(CNC(=O)[C@@H]2CCCN2C(=O)OC(C)(C)C)c1
27	CCOC(=O)c1c(N)sc(-c2ccccc2)c1C
28	COCCn1nnnc1C(c1ccccn1)N1CCN(c2cccc(C)c2C)CC1 (stereo unspecified)
29	C[C@]12c3[nH]c4ccccc4c3CCN1C(=O)C(CC(=O)NCCCn1ccnc1)C[C@@H]2C(=O)N1CCCCC1 (stereo partly specified)
30	CCn1nc(C)c(CN2CCC(n3nccc3NC(=O)Cc3ccccc3)CC2)c1C

screen / no.	21	22	23	24	25	26	27	28	29	30
SSB-PriA inh	-18	-19	-10	-17	8	.	0	-5	-2	-2
BoNT-A LC inh2	-0.2	0.1	-0.3	-0.1	0.0	0.7	-1.6	-0.1	0.0	0.8
Y pestis TopoI	22	4	-4	7	7	.	-8	24	4	-10
Vc quorum ag	2.2	2.2	i	i	-2.1	.	i	-0.2	i	i
PfHsp40 yeast	1.1	0.2	-0.6	-0.2	0.1	.	5.6	0.7	-0.7	1.5
TcdB inh	.	.	.	0.1	-0.5&0.6	-0.1	.	.	1.9	0.8
DUSP3 inh	-9	-4	6	6	.	.	-1	16	.	-35
CCHFV vOTU inh	2	8	-13	3	9	8	-1	-2	-6	1
Anthrax LF inh2	0	3	7	-6	-3	2	1	-2	2	0
SARS 3CLpro inh	-1	5	3	3	.	.	6	-1	.	0

# Entries shown so far with an aryl thioether with sulfur outside any ring, in the order listed:
2	Cc1ccc(-c2nc(SC(C)C(=O)N3CCOCC3)n[nH]2)cc1 (stereo unspecified)
10	C/C(N)=C(/C#N)C(=O)CSc1nc2ccccc2[nH]1
12	CCCCn1c(SCC(=O)N2CC(C)CC(C)C2)nc2cc(S(N)(=O)=O)ccc21 (stereo unspecified)
15	CSc1nc(Sc2ccccc2)c2ccccc2n1
19	CCOc1ccc(OCCSc2nc(C)cc(=O)[nH]2)cc1

screen / no.	2	10	12	15	19
SSB-PriA inh	-29	-5	-19	-19	-18
BoNT-A LC inh2	.	0.0	0.1	-0.5	-0.3
Y pestis TopoI	4	-7	18	31	2
Vc quorum ag	-0.4	-0.9	-0.5	-0.5	-3.4
PfHsp40 yeast	-1.8	-0.3	-0.6	3.8	0.6
TcdB inh	0.1	.	.	.	.
DUSP3 inh	16	2	36	-12	14
CCHFV vOTU inh	-4	2	9	-1	12
Anthrax LF inh2	.	0	-2	-8	0
SARS 3CLpro inh	0	0	3	0	-6

# Continuation:
31	CCCCCCCNC(=O)C1(CC2CC(c3ccccc3)=NO2)CCN(C(=O)OC(C)(C)C)CC1 (stereo unspecified)
32	CC1CCN(S(=O)(=O)c2ccc(C(=O)N3CCCC3C(=O)O)cc2)CC1 (stereo unspecified)
33	CS(=O)(=O)c1ccc2nc(NC(=O)c3ccc(NS(=O)(=O)c4cccc([N+](=O)[O-])c4)cc3)sc2c1
34	CNc1ccc(C=C2C=Cc3ccccc32)cc1
35	CC(C)CC(COCc1ccc(Cl)cc1)N1CCN(C(=O)c2ccc(Cl)cc2Cl)CCC1=O (stereo unspecified)
36	COc1ccc(CCNS(=O)(=O)c2ccc(Br)cc2)cc1OC
37	COc1ccc(Cl)cc1S(=O)(=O)Nc1ccc2c(c1)n(C)c(=O)n2C
38	O=C(COc1ccccc1)c1ccccc1
39	O=C(CN1CCN(CC(=O)Nc2ccc(Cl)cc2)CC1)Nc1ccc(F)cc1
40	Cc1ccccc1NCc1ccc(O)c2ncccc12

screen / no.	31	32	33	34	35	36	37	38	39	40
SSB-PriA inh	6	-11	-8	4	-1	-9	-5	-9	3	97*
BoNT-A LC inh2	0.5	-0.5	0.3	-0.3	0.1	-7.7	1.8	-0.9	-2.8	-2.8
Y pestis TopoI	1	-9	-16	-33	19	26	1	2	3	-1
Vc quorum ag	4.0	-4.6	i	i	-7.1	-0.2	-4.8	i	1.1	i
PfHsp40 yeast	5.2	1.2	0.5	172*	4.7	-1.3	0.2	-0.7	0.7	?
TcdB inh	0.7	1.3	1.5	-6.5	0.9	-0.5	1.0	0.0	0.3	1.4
DUSP3 inh	.	.	11	.	20	6	32	.	36	22
CCHFV vOTU inh	26	-4	11	21	15	-12	3	8	0	3
Anthrax LF inh2	-5	-5	4	-10	2	-7	-9	6	6	0
SARS 3CLpro inh	.	.	3	.	6	-3	1	.	-3	0

41	O=C(NCc1csc(-c2cccs2)n1)C1CC1
42	CC[C@H](C)[C@H]1CNC(=O)C(=O)N1CC1CCN(CCc2ccc(Cl)c(Cl)c2)CC1
43	Cn1nc(C(C)(C)C)cc1C(=O)N1CCCCC1c1cc(C(=O)Nc2ccccc2)no1 (stereo unspecified)
44	O=C(Nc1ccc(F)cc1)OCCOc1ccc([N+](=O)[O-])cc1
45	Cc1c(C#N)c(N=CN(C)C)c(C(=O)c2ccc(Br)cc2)n1-c1ccccc1
46	Cc1ccccc1NS(=O)(=O)c1ccc2c(c1)n(C)c(=O)n2C
47	Cc1ccc(N(CC(=O)N/N=C/c2ccc(OCC(N)=O)cc2)S(C)(=O)=O)cc1Cl
48	Cc1cc(OCC(=O)Nc2cccnc2)c2c(C)cc(=O)oc2c1
49	COc1ccc(CC(=O)Nc2ccc(S(=O)(=O)Nc3cc(C)on3)cc2)cc1OC
50	O=C(CN1CCN(CC(=O)Nc2ccccc2C(F)(F)F)CC1)Nc1ccccc1F

screen / no.	41	42	43	44	45	46	47	48	49	50
SSB-PriA inh	-3	-1	.	-5	12	-2	.	-1	-2	-4
BoNT-A LC inh2	-3.3	0.3	-1.3	1.1	-0.3	0.2	-1.4	12	-0.4	0.5
Y pestis TopoI	8	3	6	1	20	-14	13	3	5	-1
Vc quorum ag	-0.4	1.1	-0.4	i	i	-0.1	-0.2	-0.3	-0.7	-7.1
PfHsp40 yeast	-0.8	-1.5	.	-0.5	-0.6	-0.6	0.6	-2.3	-0.4	1.2
TcdB inh	1.3	-0.4	0.0	1.5	.	0.8	-0.5	-2.7	.	.
DUSP3 inh	31	.	.	27	29	34	10	14	6	6
CCHFV vOTU inh	-4	3	6	-6	7	-12	-5	-17	10&3	9
Anthrax LF inh2	1	3	-5	-8	3	-6	-8	9	-1	-3
SARS 3CLpro inh	4	.	.	-1	1	3	4	-2	1	-1

51	CC(C)n1cnc2cc(NCc3ccccn3)ccc21
52	COCCN(C(=S)Nc1cc(C)cc(C)c1)C(C)c1cccs1 (stereo unspecified)
53	CN1CN=C(NS(=O)(=O)c2ccc([N+](=O)[O-])cc2)NC1
54	O=C(CSCc1cc(=O)n2nc(C3CC3)sc2n1)Nc1ccccc1Cl

screen / no.	51	52	53	54
SSB-PriA inh	32	-6	-5	-6
BoNT-A LC inh2	-2.4	-0.4	-0.2	0.6
Y pestis TopoI	6	3	-9	3
Vc quorum ag	-0.2	-0.7	i	-0.5
PfHsp40 yeast	0.3	0.4	-0.5	-1.0
TcdB inh	-1.1	0.9	-3.7	1.0
DUSP3 inh	27	8	26	-5
CCHFV vOTU inh	8	-9	-4	2
Anthrax LF inh2	-4	1	0	1
SARS 3CLpro inh	1	-2	-2	-2
